# Screening data: PubChem, several laboratories
# WT yeast gro inh: growth inhibition of WT strain, primary screen, mitochondrial fusion inhibitor project, WT and mutant strains, chemical genetic. mitochondrial fusion phenotypic screen. inhibition, % at 10 µM. actives 2.1% (n = 190,000); in the data active = inhibition above about 58%; tested in S. cerevisiae
# XIAP antagonists: XIAP antagonists, biochemical, IAP family, fluorescence polarization (AID 1018); E3 ubiquitin-protein ligase XIAP (Homo sapiens); XIAP BIR domain, fluorescence polarization peptide displacement; higher % means a stronger effect; displacement, % at 20 µM, or IC50 in µM where a hit was titrated; actives 0.007% (n = 200,000); in the data active = displacement above about 50%; also: a part of the inactive calls stands beside numbers as strong as those of hits
# RSV CPE inhibition: RSV antiviral activity via CPE protection, HEp-2 cells, primary 10 µM value included (AID 2391). HEp-2 cells, RSV-induced CPE inhibition; higher % means a stronger effect. CPE inhibition, % at 10 µM, or IC50 in µM where a hit was titrated. actives 0.13% (n = 310,000); in the data active = a potency from the dose series; inconclusive = CPE inhibition mostly from about 23% at the one dose, without a potency; inactive = the rest, 99 in 100 with CPE inhibition below about 21%; also: strong numbers were not always called active
# Yfh1-off respiration: enhancers of respiration in Yfh1-depleted yeast, dose response, Friedreich's ataxia, plus single-dose screen (AID 1465); S. cerevisiae Yfh1-off respiration, WST-1 reduction, 72 h; higher fold induction means a stronger effect; actives 0.074% (n = 220,000); one-dose fold induction at 50 µM; EC50 in µM for titrated hits;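 active = fold induction of absorbance versus untreated yeast above a set limit, then at least 30% activation at any dose in follow-up; inconclusive = repeats straddling the limit, or above it without dose testing; inactive = fold induction below the set limit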;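 also: activators that raise dye reduction in frataxin-depleted yeast; strong numbers were not always called active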
# SV40 large T antigen: SV40 large T antigen inhibitors, biochemical (AID 1903); SV40 large T antigen ATPase/helicase inhibition assay; higher % means a stronger effect; inhibition, % at 20 µM, or IC50 in µM where a hit was titrated; actives 0.39% (n = 310,000); in the data active = a potency from the dose series; inconclusive = inhibition mostly from about 32% at the one dose, without a potency; inactive = the rest, 99 in 100 with inhibition below about 32%; also: strong numbers were not always called active
# CSM14.1 death rescue: rescue of cells from ER stress-induced death, primary screen, 384-well, CSM14.1, thapsigargin, ATP luminescence (AID 1222); CSM14.1 thapsigargin-induced death rescue, ATP luminescence; higher % means a stronger effect; cellular ATP content (survival), % at 20 µM; hits with a dose series show EC50 in µM; 190,000 tested, under 10 active;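 active = EC50 below 50 µM in the dose-response confirmation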;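 also: death triggered by thapsigargin at about 15 µM added after 2 h compound pretreatment; cell ATP read after overnight thapsigargin exposure of roughly 18 to 22 hours; normalized against plate controls of thapsigargin alone and 5% DMSO vehicle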
# West Nile antiviral: West Nile virus antiviral activity, cell-based, CPE readout (AID 1621) | West Nile virus-infected cells, CPE inhibition; higher % means a stronger effect | actives 0.02% (n = 290,000) | CPE inhibition, % at 10 µM, or IC50 in µM where a hit was titrated; in the data active = a potency from the dose series; inconclusive = CPE inhibition mostly from about 3.7% at the one dose, without a potency; inactive = the rest, 99 in 100 with CPE inhibition below about 2.2%; also: strong numbers were not always called active
# NS5 inhibitors: Dengue-2 NS5 methyltransferase inhibitors, primary screen, biochemical, confirmation dose response (AID 588689); Genome polyprotein (Dengue virus type 2 (strain 16681-PDK53)); Dengue-2 NS5 methyltransferase capping enzyme assay, biochemical; higher % means a stronger effect; inhibition, % at 25 µM, or IC50 in µM where a hit was titrated; actives 0.3% (n = 340,000); in the data active = a potency from the dose series; inconclusive = inhibition above about 29% without an active follow-up result
# UTI89 phage lysis: inhibition of K1F phage lysis, E. coli UTI89, bacterial capsule biogenesis inhibitors, alamar blue (AID 488966). E. coli UTI89 K1F phage lysis, alamar blue, 2 h; higher % means a stronger effect. actives 0.02% (n = 340,000). one-dose inhibition, % at 100 µM; IC50 in µM for titrated hits;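 active = phage lysis inhibition, versus mean bacterial control, above a set limit; inconclusive = no clear call, values can overlap the other calls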;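 also: capsule biogenesis inhibitors block K1F phage lysis so surviving cells raise fluorescence; higher fluorescence means more inhibition of phage lysis; actives were called in the ten point dose series up to 300 µM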
# WT yeast gro inh mutant strain: recorded beside WT yeast gro inh, whose call it bears; inhibition, %; mitochondrial fusion phenotypic screen, mutant strain inhibition
# NS5 inhibitors pilot replicate: recorded beside NS5 inhibitors, whose call it bears; inhibition, %; measured here: pilot screen replicate inhibition
# Numbers without * were called inactive; i = inactive; ? = inconclusive; / = not tested or not shown; [ ] = remark or other dose. Rows were taken by chance. About 2.2% of those tested had a hit in this group.
SMILES,WT yeast gro inh,WT yeast gro inh mutant strain,XIAP antagonists,RSV CPE inhibition,Yfh1-off respiration,SV40 large T antigen,CSM14.1 death rescue,West Nile antiviral,NS5 inhibitors,UTI89 phage lysis,others
Cc1ccc2cc(CCNC(=O)C3CCCC3)c(=O)[nH]c2c1,4,0,-1.6%,1.0%,i,1%,-1.7%,0.4%,-1%,-2.3%,
CC(OC(=O)c1ccc(C(C)(C)C)cc1)C(=O)NC1CCCCC1C (stereo unspecified),/,/,/,1.5%,/,1%,/,-0.2%,-15%,0.4%,
CS(=O)(=O)N(CC(=O)NCc1ccco1)c1cc(C(F)(F)F)ccc1Cl,8,6,-0.4%,-0.2%,i,15%,-0.8%,-0.1%,-1%,2.5%,
Clc1nc2ccccc2cc1/C=N/Nc1nc2ccccc2[nH]1,37,28,-2.4%,1.5%,i,-12%,-6.7%,-0.7%,-45%,0.1%,
Cn1cc(CN2CCC(Oc3ccc(C(=O)N4CCCC4)cc3)CC2)cn1,/,/,/,-1.3%,/,18%,/,0.3%,3%,-0.1%,
CCN(CC(=O)NCc1cccs1)C(=O)c1ccc(S(=O)(=O)Nc2ccccc2F)cc1,/,/,/,-0.6%,/,12%,/,/,-3%,-0.8%,
CCOC(=O)N1CCN(Cc2cn3ccccc3n2)CC1,-18,6,-6.8%,1.4%,i,-1%,-2.0%,-0.2%,-2%,-0.7%,
O=C(Cc1ccccc1)N1CCC(c2ccccc2)C1 (stereo unspecified),/,/,/,1.9%,i,22%,/,0.6%,5%,0.7%,
O=C(Nc1ccccc1N1CCN(C(=O)c2ccccc2)CC1)c1cc(Br)ccc1Cl,-15,45,0.8%,?,i,12%,3.1%,0.0%,-6%,0.1%,
Cc1ccc(C)c(OCc2cc(C(=O)N3CC[C@H](O)C3)no2)c1,/,/,/,2.8%,/,18%,/,-0.5%,-7%,0.2%,
CC(NC(=O)c1ccc(F)cc1)C(=O)NC1=NCCS1 (stereo unspecified),-2,0,-5.9%,0.2%,i,5%,-2.0%,0.2%,1%,-0.8%,
CN1CCN(c2ccc([N+](=O)[O-])cc2C(=O)c2ccc(Cl)cc2)CC1,8,15,-1.7%,0.1%,i,1%,-1.1%,-0.1%,16%,-0.3%,
Nc1nonc1-n1nnc(C(=O)N/N=C/c2ccc(Cl)cc2Cl)c1CN1CCCCC1,/,/,/,-0.2%,/,4%,/,-0.1%,-1%,-0.1%,
CCCn1c(NC(=O)c2ccccc2Br)nc2ccccc21,3,-19,1.5%,-0.3%,i,0%,1.9%,-0.9%,-2%,0.3%,
Nc1nnn(CC(=O)N/N=C/c2ccc(Cl)cc2Cl)n1,/,/,/,/,i,11%,/,0.4%,5%,-0.9%,
O=C1COc2ccc(S(=O)(=O)NCCc3ccccc3)cc2N1,/,/,/,2.3%,/,9%,/,-0.7%,-6%,-0.1%,
CC(C)CC(NC(=O)/C(=C/c1ccco1)NC(=O)c1ccc(Br)o1)C(=O)O (stereo unspecified),/,/,/,1.3%,/,7%,/,0.3%,8%,0.1%,
c1ccc(C2COC(c3cccs3)=N2)cc1 (stereo unspecified),-29,26,-5.4%,0.5%,i,0%,-0.4%,0.2%,0%,2.9%,
CC(C)C(=O)N1CCN(c2ccccc2NC(=O)COc2ccc(C3CCCCC3)cc2)CC1,/,/,/,6.5%,/,10%,/,-1.0%,1%,-0.3%,
CCCCn1c(=NC(=O)c2ccco2)c(C(=O)OCC)cc2c(=O)n3ccccc3nc21,3,-4,-1.1%,6.8%,i,1%,-1.3%,1.9%,-8%,-0.3%,
CCN(CCO)c1ncnc2c1sc1nc(C(C)C)c3c(c12)CC(C)(C)OC3,-4,9,-6.9%,0.5%,i,17%,0.3%,0.9%,-7%,0.2%,
COn1c(SCc2ccc(Cl)cc2)nc2ccccc2c1=O,49,18,1.8%,12%,i,6%,3.4%,0.5%,5%,-0.9%,NS5 inhibitors pilot replicate=2.9
CCOC(=O)N1CCC(NC(=O)Cn2c3ccccc3c3cn[nH]c(=O)c32)CC1,-2,-8,-0.3%,/,i,6%,-4.2%,0.1%,/,/,
NC(=O)NC(=O)COC(=O)CN1C(=O)C2CCCCC2C1=O (stereo unspecified),-6,2,-0.8%,0.7%,i,3%,-0.7%,-0.3%,-4%,-0.1%,
O=C(NCCO)c1cc2ccccc2c(=O)s1,-43,-42,-1.8%,0.9%,i,2%,0.1%,-0.1%,/,0.3%,
O=C(CNC(c1ccccc1)c1ccccc1)Nc1ccccc1-c1ccccc1,-7,-11,-0.4%,12%,/,7%,3.5%,/,-4%,-0.4%,
Cc1cccc2c(C(=O)N3CCN(c4ccccn4)CC3)cc(-c3cccc(Br)c3)nc12,/,/,/,13%,/,-1%,/,-0.4%,2%,0.1%[50 µM],
O=C(c1ccc(Cl)c(S(=O)(=O)N2CCCC2)c1)N1CCN(c2ccccc2)CC1,3,-20,0.4%,0.1%,i,9%,4.2%,-0.4%,1%,-0.6%,
O=C(NC(NCc1ccccn1)(C(F)(F)F)C(F)(F)F)c1ccco1,12,15,1.2%,-0.9%,i,6%,-1.6%,0.2%,1%,-1.0%,
Cc1ccc(C(=O)O/N=C\c2ccc(N3CCCCC3)c([N+](=O)[O-])c2)cc1,0,-12,-2.9%,-1.7%,i,15%,-1.3%,0.1%,4%,1.1%,

# Grouped by structure: those above containing a furan ring, fused or not.
SMILES,WT yeast gro inh,WT yeast gro inh mutant strain,XIAP antagonists,RSV CPE inhibition,Yfh1-off respiration,SV40 large T antigen,CSM14.1 death rescue,West Nile antiviral,NS5 inhibitors,UTI89 phage lysis,others
CS(=O)(=O)N(CC(=O)NCc1ccco1)c1cc(C(F)(F)F)ccc1Cl,8,6,-0.4%,-0.2%,i,15%,-0.8%,-0.1%,-1%,2.5%,
CC(C)CC(NC(=O)/C(=C/c1ccco1)NC(=O)c1ccc(Br)o1)C(=O)O (stereo unspecified),/,/,/,1.3%,/,7%,/,0.3%,8%,0.1%,
CCCCn1c(=NC(=O)c2ccco2)c(C(=O)OCC)cc2c(=O)n3ccccc3nc21,3,-4,-1.1%,6.8%,i,1%,-1.3%,1.9%,-8%,-0.3%,
O=C(NC(NCc1ccccn1)(C(F)(F)F)C(F)(F)F)c1ccco1,12,15,1.2%,-0.9%,i,6%,-1.6%,0.2%,1%,-1.0%,

# The results go on:
SMILES,WT yeast gro inh,WT yeast gro inh mutant strain,XIAP antagonists,RSV CPE inhibition,Yfh1-off respiration,SV40 large T antigen,CSM14.1 death rescue,West Nile antiviral,NS5 inhibitors,UTI89 phage lysis,others
CCc1ccc(C(=O)COC(=O)CNC(=O)c2cccs2)cc1,6,11,-7.6%,2.7%,i,0%,-0.6%,1.1%,2%,-2.1%,
O=C(Nc1ccc(S(=O)(=O)Nc2ncccn2)cc1)c1cnc(Cl)c(Cl)c1,-7,-1,-5.4%,-0.1%,i,25%,-0.6%,0.4%,10%,0.0%,
CCN(CC)c1ccc2cc(C(C)=O)c(=O)oc2c1,-2,0,-1.6%,1.4%,?,8%,-1.0%,-0.1%,?,2.0%,
CC(C)Cc1c(O)nc(SCC(=O)Nc2ccc3c(c2)CCC3)[nH]c1=O,-13,1,-7.9%,7.9%,i,9%,-2.2%,-0.8%,-2%,1.5%,
CC1(C)C(=O)OC(c2ccco2)C(C)(C)C1=O (stereo unspecified),10,-1,-15%,1.0%,i,5%,-2.3%,0.0%,-5%,3.9%,
CCOC(=O)N1CCN(Cc2nc3cc([N+](=O)[O-])ccc3n2CC)CC1,/,/,/,0.9%,/,10%,/,-0.5%,-7%,0.1%,
O=C1OC(C(=O)Nc2ccccc2)Cc2ccccc21 (stereo unspecified),-2,-25,-3.0%,0.2%,i,6%,/,0.1%,-8%,0.0%,
CCC(C)NC(=O)CC(NS(=O)(=O)c1ccc(C)cc1)c1ccc(OC)cc1 (stereo unspecified),-7,-21,-4.9%,1.4%,i,2%,-2.1%,-0.9%,-9%,1.2%[50 µM],
CC1CCCC(C(=O)O)N1C(=O)CCSC(=O)c1ccccc1 (stereo unspecified),-7,-11,-4.3%,0.4%,i,-1%,-1.4%,0.3%,0%,3.6%,
Cc1ccccc1CSCCC(=O)NCCC1=CCCCC1,20,12,-5.8%,0.8%,i,18%,-2.4%,-1.1%,3%,3.5%[50 µM],
O=C(COC(=O)c1cccc(O)c1)c1ccccc1,/,/,/,-1.1%,/,13%,/,/,-7%,1.9%[50 µM],
O/N=C/c1ccc(OCC(O)COc2ccc(/C=N/O)cc2)cc1,1,5,-3.8%,0.9%,i,15%,-3.2%,0.2%,-4%,-0.2%,
CCOc1ccccc1Nc1nc(N)nc(CSc2nccc(C)n2)n1,3,9,-3.5%,0.9%,i,3%,-1.9%,1.3%,-5%,-0.5%,
CC(C)c1ccc(/C=C(\c2nc3ccccc3[nH]2)S(=O)(=O)c2ccccc2)cc1,9,-20,-3.1%,-2.0%,i,8%,2.4%,-1.5%,-15%,0.1%,
CC(c1ccccn1)N(Cc1ccco1)C(=S)Nc1cccc(F)c1 (stereo unspecified),43,27,-5.5%,0.0%,i,15%,6.3%,-0.5%,-10%,0.2%,
COC(=O)CCNC(=O)Cn1cnc2sc3c(c2c1=O)CCCC3,-8,15,-6.0%,1.5%,i,3%,-1.3%,0.2%,-7%,-0.2%,
O=C(NCCC1=CCCCC1)c1ccc(Cl)c(S(=O)(=O)N2CCCCC2)c1,/,/,/,6.4%,/,6%,/,-1.1%,-5%,0.0%,
O=C(Nc1ccccc1)c1ccccc1NC(=O)C(F)(F)F,/,/,-2.4%,1.0%,i,15%,-4.2%,-0.4%,1%,8.0%,
Cc1cccc(NC(=O)c2cc3c([nH]c4ccccc43)c(C)n2)c1C,-14,-10,-0.2%,2.4%,i,3%,-2.4%,-0.3%,-1%,2.1%[50 µM],
CCCCNC(=O)NNC(=O)c1ccoc1C,0,17,-1.3%,0.3%,i,14%,16%,0.1%,1%,-0.7%,
Cc1csc(NC(=O)CSc2nnc(-c3ccncc3)n2C)n1,-5,-6,-1.7%,-0.3%,i,8%,-0.8%,0.5%,2%,2.6%,
CCCn1cc(CN2CCc3ccc(NC(=O)C4CCCO4)cc3C2)c(C)n1 (stereo unspecified),/,/,/,0.6%,/,9%,/,-0.7%,4%,0.0%,
Cc1nn(C(C)C(=O)N2CCc3ccccc3C2)c(=O)c2cc3occc3n12 (stereo unspecified),-3,-12,-5.9%,2.8%,i,7%,-2.3%,0.1%,2%,0.8%,
CC(=O)N1CCc2c(sc(NC(=O)Cc3ccc(C)cc3C)c2C#N)C1,/,/,/,-0.2%,/,0%,/,-0.2%,-3%,-0.1%,
CCC1(c2ccc(F)cc2)NC(=O)N(CC(=O)Nc2cccc(S(=O)(=O)N3CCCCC3)c2)C1=O (stereo unspecified),/,/,/,21%,/,12%,/,/,-2%,-1.6%,
